MEKK2 mut-MEK5 = signal of MEK5 binding to mutant human MEKK2 PB1 domain | AID 1530 | bead flow cytometry, Alexa488-MEK5 binding to MEKK2 mutant | 0.35% of 290,000 active | percent response, % at 10 µM; in the data active = percent response above about 24%, passing the limit was not always enough; note: inactives centre near 1; some results filed as inactive read as strong as hits
CRFBP-R2 agonist = CRF-BP/CRF-R2 complex agonism | 0.46% of 350,000 active | AID 588473 | HEK293 CRF-R2/CRF-BP, calcium dye fluorescence (FLIPR); percent of saturating CRF peptide response | activation, % at 13.2 µM;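 active = activation of at least 50%, plus an integration ratio under a set limit after plate pattern correction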;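 note: plate controls were neutral control wells without compound for no effect and CRF at EC100 for full effect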
HCV NS3 hel inh = blocks Hepatitis C virus NS3 helicase unwinding; NS3 helicase DNA unwinding, Cy5 molecular beacon fluorescence; inhibition, % at 10.9 µM; 0.56% of 290,000 active;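 active = inhibition above the mean of all tested compounds plus 3 SD, set per campaign, cut at about 35% in these data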;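 note: 0% = DMSO wells and 100% = thioflavine S control wells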
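test system = hepatitis C virus NS3 helicase domain fragment enzyme | reagent = annealed dual-labelled DNA beacon duplex, ATP-started | times = 1 h at 25 °C | detection = Cy5 fluorescence, 0 and 60 min reads | read-out basis = percent inhibition from t60/t0 fluorescence ratio | control set = DMSO and thioflavine S | replication = one well per compound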
UBC9 SUMO inh = SUMOylation inhibition; P63279; HTRF SUMOylation assay, SAE1/SAE2 + UBC9, in vitro; inhibition, % at 35 µM; 0.36% of 290,000 active; AID 2006; in the data active = inhibition above about 50%, passing the limit was not always enough; note: strong numbers were not always called active
Target sequence (P63279 whole entry, looked up): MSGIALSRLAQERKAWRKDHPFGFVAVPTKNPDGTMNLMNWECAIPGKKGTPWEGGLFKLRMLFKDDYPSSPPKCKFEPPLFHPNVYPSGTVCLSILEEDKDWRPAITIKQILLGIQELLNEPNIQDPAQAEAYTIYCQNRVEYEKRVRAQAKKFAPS
GalR3 antag = human GalR3 antagonism | O60755 | HEK293 GalR3-CNG cAMP membrane potential fluorescence; galR3 body fused to GalR1 C-terminus | inhibition, % at 3 µM | 0.44% of 360,000 active;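 active = inhibition above the screen-wide average plus 3 SD, cut at about 13% in these data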;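 note: forskolin and galanin both at EC90 stimulate the cells; cAMP rise reported by CNG channel membrane potential dye signal; 0% = forskolin plus galanin with DMSO and 100% = forskolin alone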
Target sequence (O60755 1-299 limits assumed): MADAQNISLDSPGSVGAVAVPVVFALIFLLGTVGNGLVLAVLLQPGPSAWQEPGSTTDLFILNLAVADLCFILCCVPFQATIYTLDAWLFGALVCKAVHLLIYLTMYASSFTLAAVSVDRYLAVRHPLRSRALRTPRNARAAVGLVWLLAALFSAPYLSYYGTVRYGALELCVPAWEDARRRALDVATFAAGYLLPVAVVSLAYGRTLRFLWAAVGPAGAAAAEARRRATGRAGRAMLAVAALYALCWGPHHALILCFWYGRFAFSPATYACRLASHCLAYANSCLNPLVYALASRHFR
MEKK2 WT-MEK5 = raises or lowers MEK5 binding to wildtype human MEKK2 PB1 domain. Q9Y2U5. bead flow cytometry, Alexa488-MEK5 binding to MEKK2 WT; actives lie on both sides. binding response (% of control), % at 10 µM. 1.1% of 290,000 active; in the data active = binding response below about 67% or above about 130%
CRFBP-R2 block = antagonists of CRF-binding protein/CRF-R2 receptor complex; inhibition, % at 11.8 µM; HEK293 CRF-R2/CRF-BP, CRF-induced calcium fluorescence; AID 588475; 0.59% of 350,000 active;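 active = inhibition of the ligand-induced calcium signal above about 50% at the single tested concentration, limit read from the data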
MEKK3 PB1 HTS = MEKK3-MEK5 PB1 interaction, increase or decrease | Q99759 | bead-based flow cytometry, Alexa488-MEK5 binding to MEKK3; actives lie on both sides; 0 = blocked by unlabeled MEK5, 100 = vehicle | binding response (% of control), % at 10 µM | 1.4% of 290,000 active | AID 1529;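 active = binding response more than 3 SD above or below the average of its plate-row segment, actives on both sides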;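 note: Alexa488 bead fluorescence after subtracting the streptavidin-only scavenger bead signal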
Target sequence (Q99759 whole entry, looked up): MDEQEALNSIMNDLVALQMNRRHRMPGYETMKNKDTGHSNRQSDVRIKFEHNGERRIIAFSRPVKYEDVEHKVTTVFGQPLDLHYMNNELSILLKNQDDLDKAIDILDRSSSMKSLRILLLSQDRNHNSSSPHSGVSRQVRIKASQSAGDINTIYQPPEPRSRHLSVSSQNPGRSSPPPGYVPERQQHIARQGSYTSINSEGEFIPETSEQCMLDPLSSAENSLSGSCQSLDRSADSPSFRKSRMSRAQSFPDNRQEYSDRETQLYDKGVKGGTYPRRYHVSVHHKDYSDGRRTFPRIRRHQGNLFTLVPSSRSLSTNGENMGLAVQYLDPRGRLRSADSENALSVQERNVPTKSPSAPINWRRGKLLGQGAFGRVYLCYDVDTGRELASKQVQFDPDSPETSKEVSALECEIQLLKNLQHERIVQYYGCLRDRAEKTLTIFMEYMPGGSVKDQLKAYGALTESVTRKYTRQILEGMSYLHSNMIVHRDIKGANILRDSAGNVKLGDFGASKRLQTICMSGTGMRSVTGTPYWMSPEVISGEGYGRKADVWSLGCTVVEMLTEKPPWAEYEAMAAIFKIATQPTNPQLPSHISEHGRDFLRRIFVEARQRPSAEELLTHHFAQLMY
FID counter = displaces DNA intercalator in HCV helicase counter-screen. DNA fluorescent intercalator displacement, fluorescence. inhibition, % at 7.9 µM. 0.17% of 290,000 active; in the data active = inhibition above about 37%;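 note: 0% = vehicle and 100% = reference compound; higher means more ethidium bromide displaced from hairpin DNA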
* = called active by the depositor; / = not tested or not shown. Only part of the results is shown; count on the stated rates, not on these rows.

item	Compound	MEKK2 mut-MEK5	CRFBP-R2 agonist	HCV NS3 hel inh	UBC9 SUMO inh	GalR3 antag
1	CSc1nnc(C)c(=O)n1COC(=O)c1ccc(S(=O)(=O)N2CCOCC2)cc1	-1	20	-4	6	1
2	CCN1CCN(S(=O)(=O)c2cc(OC)ccc2OC)CC1	3	-0.8	-4	-4	-8
3	COc1ccc(CNC(=O)CCCn2c(=S)[nH]c3cc4c(cc3c2=O)OCO4)cc1	3	-0.8	3	1	-5
4	O=C(CNC(=S)N(Cc1ccccc1)Cc1cccnc1)NC1CCCC1	-3	-0.4	-1	16	4
5	CCSc1nnc(NC(=O)CCCOc2ccc(C)cc2)s1	-6	-1.0	0	-60	-8
6	COc1cccc(C2NC(=O)NC(C)=C2C(=O)OCC2CCCO2)c1 (stereo not drawn)	4	-2.4	3	9	1
7	Cc1ccc(C(c2sc3nc(C)nn3c2O)N2CCOCC2)cc1 (stereo not drawn)	2	-2.8	1	-31	-1
8	Cc1ccc(OCC(=O)NCCCNC(=O)c2ccc(C)nc2)cc1	-7	-2.2	-2	-6	5
9	COc1ccccc1NC(=O)COC(=O)[C@@H]1CCCN1C(=O)c1cccs1	4	-2.3	1	4	0
10	COc1ccc(C(=O)N/N=C/c2ccc(OC)c(CSc3ccccn3)c2)cc1	-1	1.6	-6	0	-6
11	Cc1ccc2c(c1)N(CC(=O)N1CCOCC1)C(=O)C(C)O2 (stereo not drawn)	6	0.7	-5	1	-4
12	CCCCc1nc2cc(C(=O)N3CCNC(=O)C3CC(=O)OC)ccc2o1 (stereo not drawn)	3	-0.3	-2	6	-1

item	MEKK2 WT-MEK5	CRFBP-R2 block	MEKK3 PB1 HTS	FID counter
1	93	18	97	-11
2	102	14	100	1
3	103	4	99	-22
4	98	-95	96	-30
5	94	9	94	-4
6	101	7	103	-5
7	100	7	96	-4
8	99	2	98	-12
9	106	-17	105	-25
10	99	-2	100	-25
11	103	4	103	-6
12	100	6	102	-14

The closing two records of the section above come first, to join the parts:
item	Compound	MEKK2 mut-MEK5	CRFBP-R2 agonist	HCV NS3 hel inh	UBC9 SUMO inh	GalR3 antag
11	Cc1ccc2c(c1)N(CC(=O)N1CCOCC1)C(=O)C(C)O2 (stereo not drawn)	6	0.7	-5	1	-4
12	CCCCc1nc2cc(C(=O)N3CCNC(=O)C3CC(=O)OC)ccc2o1 (stereo not drawn)	3	-0.3	-2	6	-1
13	O=c1c(Cl)c(N2CCN(S(=O)(=O)c3ccccc3)CC2)cnn1-c1ccccc1	3	1.8	1	6	-7
14	CCOC(=O)CCSc1nc(-c2ccccc2)cc(C(F)(F)F)n1	-3	2.6	-3	1	0
15	NCCS	3	-0.4	-3	-19	/
16	COC(=O)Cc1c(C)c2ccc(OCC(=O)N3CCCC3)c(C)c2oc1=O	7	2.0	13	17	-3
17	CN(Cc1c(C(=O)N/N=C/c2ccc(O)cc2)nnn1-c1nonc1N)C1CCCCC1	-1	0.5	-16	27	-9
18	CCCCOc1ccc(S(=O)(=O)NNC(=O)c2cc3ccccc3o2)cc1	-2	-4.9	3	-13	-3
19	COc1ccccc1C(=O)Nc1nnc(-c2ccc(F)cc2)s1	1	-1.7	-12	6	-12
20	Cc1c(Cl)c(C(F)F)nn1CC(=O)NC1C(=O)N2C(C(=O)O)=C(CSc3nnnn3C)CSC12 (stereo not drawn)	-1	-1.1	38*	12	-3
21	COc1ccccc1OCCNS(=O)(=O)c1ccc2oc3ccccc3c2c1	3	3.9	-4	-20	-6
22	Cc1ccc(NC(=S)N2CCCC(O)C2)cc1 (stereo not drawn)	-3	2.0	-10	5	1
23	CN(C)/C(=N\S(=O)(=O)c1ccc(F)cc1)c1ccccc1	10	-0.8	-6	9	-10
24	Cc1cccc(N2CCN(C(=O)CCNS(=O)(=O)c3ccc4c(c3)oc(=O)n4C)CC2)c1C	0	2.6	-14	3	-1

item	MEKK2 WT-MEK5	CRFBP-R2 block	MEKK3 PB1 HTS	FID counter
11	103	4	103	-6
12	100	6	102	-14
13	107	-7	109	-10
14	103	-5	97	-2
15	99	-11	110	1
16	101	-6	98	-20
17	99	0	101	-20
18	96	-7	100	-13
19	101	5	98	-25
20	101	15	102	-26
21	109	-13	138*	-25
22	94	17	104	0
23	107	11	106	-8
24	102	3	102	-39

Some entries already given, showing only MEKK2 mut-MEK5 and FID counter.
| cpd | compound | MEKK2 mut-MEK5 | FID counter |
| --- | --- | --- | --- |
| 18 | CCCCOc1ccc(S(=O)(=O)NNC(=O)c2cc3ccccc3o2)cc1 | -2 | -13 |
| 19 | COc1ccccc1C(=O)Nc1nnc(-c2ccc(F)cc2)s1 | 1 | -25 |
| 20 | Cc1c(Cl)c(C(F)F)nn1CC(=O)NC1C(=O)N2C(C(=O)O)=C(CSc3nnnn3C)CSC12 (stereo not drawn) | -1 | -26 |

Entries above containing a Cl atom (2):
item	Compound	MEKK2 mut-MEK5	CRFBP-R2 agonist	HCV NS3 hel inh	UBC9 SUMO inh	GalR3 antag
13	O=c1c(Cl)c(N2CCN(S(=O)(=O)c3ccccc3)CC2)cnn1-c1ccccc1	3	1.8	1	6	-7
20	Cc1c(Cl)c(C(F)F)nn1CC(=O)NC1C(=O)N2C(C(=O)O)=C(CSc3nnnn3C)CSC12 (stereo not drawn)	-1	-1.1	38*	12	-3

item	MEKK2 WT-MEK5	CRFBP-R2 block	MEKK3 PB1 HTS	FID counter
13	107	-7	109	-10
20	101	15	102	-26

Next part
item	Compound	MEKK2 mut-MEK5	CRFBP-R2 agonist	HCV NS3 hel inh	UBC9 SUMO inh	GalR3 antag
25	COc1ccccc1CNC(=O)CN(C)S(=O)(=O)c1ccc2c(c1)c(=O)n(C)c(=O)n2C	-1	-3.3	0	-2	-4
26	Clc1ccc(Cl)c(OCc2cc(-c3ccccc3Cl)on2)c1	0	10	3	16	-5
27	O=C(Nc1ncc2c(n1)CC(c1cccc(Cl)c1)CC2=O)c1ccco1 (stereo not drawn)	6	-1.6	-10	13	0
28	O=C(Nc1ccc(S(=O)(=O)NC2=NCCCCC2)cc1)c1cc(S(=O)(=O)N2CCOCC2)ccc1F	10	0.6	2	7	-2
29	Cc1[nH]c(C)c(S(=O)(=O)NCc2ccco2)c1C(=O)N1CCCCC1	4	-0.8	-4	6	-1
30	COc1ccc(CCNC(=O)C2CC(=O)N(CCc3ccc(C)cc3)C2)cc1OC (stereo not drawn)	-3	-0.2	-10	0	-3
31	CC(=O)Nc1ccc(OCC(O)Cn2cncn2)cc1 (stereo not drawn)	1	2.5	5	7	-10
32	CCc1ccc(N=C2NC(=O)CS2)cc1	5	-3.0	-6	-8	-9
33	O=C(NCc1ccco1)Nc1ccc(Br)cc1Cl	1	0.1	3	-20	-9
34	O=C(O)CCCC(=O)Nc1nncs1	-7	-1.7	2	2	2
35	COc1ccc(C(=O)NC2CC(C)(C)Cc3c2cnn3-c2ccccc2C)o1 (stereo not drawn)	5	-0.7	15	13	-4
36	C/C(=N\NC(=O)CSc1nc2nc(C)cc(C)n2n1)c1ccccc1	-2	-0.3	8	17	-5

item	MEKK2 WT-MEK5	CRFBP-R2 block	MEKK3 PB1 HTS	FID counter
25	100	-5	98	-21
26	100	-4	96	2
27	110	19	102	-26
28	113	-5	104	-43
29	104	-5	102	-5
30	98	-2	99	-24
31	103	3	101	-5
32	104	9	104	-7
33	98	-9	99	2
34	90	1	99	4
35	108	2	102	-56
36	97	-1	93	-13

(more compounds)
item	Compound	MEKK2 mut-MEK5	CRFBP-R2 agonist	HCV NS3 hel inh	UBC9 SUMO inh	GalR3 antag
37	Cn1c(=O)c2c(ncn2CCC(=O)N/N=C/c2ccccc2)n(C)c1=O	-11	-0.2	-6	20	0
38	NS(=O)(=O)c1ccc(NC(=O)COC(=O)c2cccc(S(=O)(=O)N3CCCC3)c2)cc1	-11	-1.6	-2	2	-4
39	Cc1cccc(-n2c(SCC(N)=O)nnc2-c2ccco2)c1	8	-0.9	-12	13	-8
40	COCCN(C(=O)Cc1cccs1)C(C(=O)NCc1ccc(OC)cc1)c1ccc(C)cc1 (stereo not drawn)	0	-0.8	-11	-12	2
41	COc1ccccc1N1CCN(/N=C/c2ccccc2C(=O)O)CC1	0	1.7	7	-2	-7
42	Cc1c(-c2ccccc2)c(=O)oc2cc(O)ccc12	5	-0.6	-2	35	-6
43	O=C(NCc1nnc(SCC(=O)N2CCCCC2)o1)c1ccc(F)cc1	10	0.5	3	-2	-1
44	CC1=CS/C(=C(/C#N)C(=O)N2CCOCC2)N1c1ccccc1	7	-0.4	0	14	-4
45	Cc1[nH]n(-c2ccc(F)cc2)c(=O)c1/C=N/c1sc2c(c1C#N)CCCC2	4	17	21	11	-1
46	COc1ccc(CCNC(=O)c2nnn(-c3ccc4c(c3)OCCO4)c2N)cc1OC	1	-1.1	-3	20	-1
47	COc1ccc(C(c2sc3nc(C)nn3c2O)N2CC(C)OC(C)C2)cc1OC (stereo not drawn)	9	-2.5	-3	-2	/
48	CSCCC(NC(=O)c1cc(C)oc1C)C(=O)O (stereo not drawn)	-13	0.8	-3	-6	-4

item	MEKK2 WT-MEK5	CRFBP-R2 block	MEKK3 PB1 HTS	FID counter
37	89	9	93	-8
38	91	3	94	-11
39	109	5	106	-7
40	98	2	101	-35
41	102	1	104	-11
42	104	6	102	-8
43	112	0	105	-8
44	105	-10	105	-5
45	100	8	99	-1
46	105	2	100	-29
47	105	-18	101	-9
48	82	6	78	0

(cont.)
item	Compound	MEKK2 mut-MEK5	CRFBP-R2 agonist	HCV NS3 hel inh	UBC9 SUMO inh	GalR3 antag
49	O=C(CSCC(=O)OCn1nnc2ccccc2c1=O)Nc1ccc(Cl)cc1	/	0.8	0	-23	1
50	OC1(c2ccc(Cl)cc2)CCN(Cc2c[nH]c3ccccc23)CC1	12	-2.2	/	/	/
51	CC(=O)C1C(c2ccc(O)cc2)NC(=O)NC1(O)C(F)(F)F (stereo not drawn)	6	0.6	/	0	0
52	COc1ccc(-n2c(Cc3cccn3C)nnc2SCC(=O)Nc2ccccc2F)cc1	2	-1.2	5	6	2
53	Cc1ccc(S(=O)(=O)N2CCC(C(=O)N[C@@H](C)C(=O)Nc3ccc4c(c3)OCO4)CC2)cc1	-2	-3.5	-8	6	-8
54	O=C(O)c1ccccc1Nc1cccc(C(F)(F)F)c1	-4	-3.0	27	25	/
55	COc1ccc(CNC(=O)C/C(C)=N/NC(=O)COc2ccc(C)cc2Br)cc1	-4	-2.2	-4	-2	-5
56	CCn1ncc([N+](=O)[O-])c1C(=O)Nc1ccc(C(=O)N2CCCCC2)cc1	-1	-1.9	2	0	-10
57	Cn1c(=O)cc(OCC(=O)NCc2cccnc2)c2ccccc21	-1	2.2	9	16	-4
58	O=C(CSc1ccccc1)N[C@@H](Cc1ccccc1)C(=O)O	4	-0.1	9	6	0
59	CS(=O)(=O)N1CCC(C(=O)Nc2cccc([N+](=O)[O-])c2)CC1	-2	0.6	3	-7	-6
60	Cc1ccccc1/C=N/N=C1/NC(=O)CCS1	-2	-2.5	10	8	11
61	Cc1onc(-c2c(Cl)cccc2Cl)c1C(=O)NC1CCCCC1	0	-0.4	4	11	-8

item	MEKK2 WT-MEK5	CRFBP-R2 block	MEKK3 PB1 HTS	FID counter
49	/	4	/	-4
50	151*	-20	113	/
51	103	-2	98	/
52	96	20	98	-30
53	96	-21	100	-16
54	92	14	89	-13
55	97	-9	102	-22
56	94	10	94	-16
57	93	6	97	-4
58	106	0	94	-10
59	102	-13	101	1
60	94	-14	93	-7
61	97	-2	101	-22

Assay outcomes: PubChem, several laboratories
